human PMI inhibition: inhibitors of human PMI, primary screen, biochemical, fluorescence intensity, coupled assay (AID 1209); purified PMI enzyme, coupled fluorescence intensity; higher % means a stronger effect; inhibition, % at 20 µM; hits with a dose series show IC50 in µM; 0.42% of 190,000 active;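 note: plate controls were DMSO vehicle for no effect and wells lacking substrate for full effect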
KOR beta-arrestin-1: KOR agonists, beta-arrestin recruitment, primary screen, cell-based, luminescence, uHTS (AID 1777); KOR beta-arrestin recruitment, luminescence; higher % means a stronger effect; activation, % at 10 µM; hits with a dose series show EC50 in µM; 0.02% of 280,000 active; in the data active = activation above about 50%, passing the limit was not always enough; note: a part of the inactive calls stands beside numbers as strong as those of hits
LYP inhibition: PTPN22 lymphoid phosphatase activity blockers – biochemical, fluorescence intensity, uHTS (AID 1779) | inhibition, % at 11.5 µM, or IC50 in µM where a hit was titrated | recombinant LYP phosphatase, fluorescence intensity; higher % means a stronger effect | 0.054% of 290,000 active;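 note: plate controls were vehicle with enzyme for no effect and no enzyme for full effect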
PMI inhibition: human PMI inhibitors, high substrate, primary screen, biochemical, fluorescence intensity, high mannose 6-phosphate (AID 1220); recombinant PMI enzyme, coupled fluorescence intensity; higher % means a stronger effect; inhibition, % at 20 µM; hits with a dose series show IC50 in µM; 0.66% of 190,000 active
XIAP displacement: XIAP antagonists, biochemical, IAP family, fluorescence polarization (AID 1018) | XIAP BIR domain, fluorescence polarization peptide displacement; higher % means a stronger effect | one-dose displacement, % at 20 µM; IC50 in µM for titrated hits | 0.007% of 200,000 active; in the data active = displacement above about 50%; note: a part of the inactive calls stands beside numbers as strong as those of hits
TNAP activation fold: stimulation of alkaline phosphatase TNAP activity – biochemical, luminescent, no phosphate acceptor, uHTS, primary screen (AID 1001); purified TNAP, luminescent activation assay, no phosphate acceptor; higher activation fold means a stronger effect; one-dose activation fold at 20 µM; EC50 in µM for titrated hits; 0.03% of 200,000 active; in the data active = activation fold from about 3, or a potency from the dose series; inactive = the rest, 99 in 100 with activation fold below about 1.6; note: many of its hits are not listed in these tables
KOR beta-arrestin-2: kappa opioid receptor blockers – cell-based, luminescence, uHTS (AID 1778); KOR beta-arrestin recruitment, luminescence, antagonist mode; higher % means a stronger effect; inhibition, % at 10 µM; hits with a dose series show IC50 in µM; 0.091% of 290,000 active; note: strong numbers were not always called active
NOD1 NF-kB reporter: NOD1 signaling inhibitors, primary screen, cell-based, luminescence, uHTS (AID 1578); 1% of 290,000 active; NOD1-driven NF-kB luciferase reporter cells, luminescence; higher % means a stronger effect; one-dose inhibition, % at 4 µM; EC50 in µM for titrated hits; in the data active = inhibition mostly above about 36%, no sharp cut-off; inactive = mostly below about 34%;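 note: HEK-293T reporter cells stimulated with the NOD1 agonist gamma-tri-DAP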
NOD2 inhibition: NOD2 signaling inhibitors, cell-based, luminescence, uHTS, HEK293 (AID 1566); 0.63% of 290,000 active; HEK293 NOD2/NF-kB luciferase reporter, luminescence; higher % means a stronger effect; one-dose inhibition, % at 4 µM; EC50 in µM for titrated hits; note: many of its hits are not listed in these tables
Active calls of the source: *; . = no result given; [ ] = remark or other dose. Cut-off read from the data, not from the text of the source, unless noted: active = inhibition above about 50%; inactive = the rest. Only part of the results is shown (hit frequency here may not be typical).

The line under a structure holds: human PMI inhibition | KOR beta-arrestin-1 | LYP inhibition | PMI inhibition | XIAP displacement | TNAP activation fold | KOR beta-arrestin-2 | NOD1 NF-kB reporter | NOD2 inhibition
> N#CC(C#N)=Cc1ccc(N2CCCC2)cc1
 : 30% | -1.2% | 1% | 4% | -1.3% | 1.1 | -10% | -5% | -2%
> Cn1c(O)c(/C=C/C=Nc2ccccc2)c(=O)n(C)c1=O
 : -8% | -5.8% | -4% | -26% | 4.5% | 0.9 | 14% | -7% | 6%
> Cc1ccc(S(=O)(=O)N2CC2(C)CCl)cc1 (stereo not given)
 : . | 0.1% | -2% | . | . | . | 34% | 26% | 16%
> CCCN1CCC(NC2CCC(O)CC2)CC1 (stereo not given)
 : . | 1.3% | -13% | . | . | . | -30%[20 µM] | 20% | 3%
> CN(C)C(=O)Oc1ccc(OC(=O)c2ccccc2)cc1
 : 9% | -1.0% | 2% | 9% | -0.9% | 1.1 | 37% | -10% | 2%
> CCCCn1c(O)c(C(CC)=Nc2cccc(C(=O)O)c2)c(=O)[nH]c1=O
 : -1% | -0.2% | 1% | -16% | -0.9% | 1.1 | -4% | -24% | -16%
> Cc1nc(SCc2c(Cl)cccc2Cl)nc(OC(=O)N(C)C)c1C
 : . | 4.1% | -3% | . | . | . | 20% | -12% | 14%
> Cc1ccc(-n2nc(C)cc2NC(=O)COc2cc(C)cc3oc(=O)c4c(c23)CCC4)cc1
 : 26% | 5.6% | -3% | 14% | 2.0% | 1.1 | -5% | -53% | -3%
> C=CCn1c(O)c(/C=N/N2CCCCC2c2cccnc2)c(=O)[nH]c1=S (stereo not given)
 : 12% | 1.3% | -3% | -3% | -0.2% | 1.2 | -6% | -12% | 12%
> COc1ccccc1CC1C(=O)C2CCN1CC2 (stereo not given)
 : -10% | 4.2% | -1% | -4% | -4.6% | 1 | -12% | . | 9%
> O=C1NC(=O)N(c2cccc(Cl)c2)C(=O)/C1=C\c1ccc(Sc2nc3ccccc3[nH]2)o1
 : -11% | -4.4% | 10% | -35% | -8.6% | 0.9 | -19% | -1% | 2%
> Clc1ccc(-c2nc3ccc(Cl)cn3c2CN2CCCCC2)cc1
 : . | -2.9% | -6% | . | . | . | 15% | -6% | -2%
> CCOC(=O)C1CCN(C=C2C(=O)N(C)C(=S)N(C)C2=O)CC1
 : -4% | 1.1% | 1% | -2% | -3.1% | 1.1 | -20% | -21% | 15%
> CCN(CC)CCCN=Cc1c(O)n(Cc2ccc(F)cc2)c(=O)[nH]c1=O
 : 2% | 0.6% | -2% | -1% | 0.7% | 1.1 | -3% | 8% | 18%
> O=C(c1ccccc1)N1CCC2(CC1)OCCO2
 : . | 2.4% | -5% | . | . | . | 10% | 3% | 7%

The line under a structure holds: human PMI inhibition | KOR beta-arrestin-1 | LYP inhibition | PMI inhibition | XIAP displacement | TNAP activation fold | KOR beta-arrestin-2 | NOD1 NF-kB reporter | NOD2 inhibition
> Cc1ccc(CSc2nc(-c3ccccc3)c(C#N)c(=O)[nH]2)cc1
 : . | -5.6% | 8% | . | . | . | -17% | 9.4µM* | 13µM*
> O=C(c1ccc(CNS(=O)(=O)c2ccc(Br)cc2)cc1)N1CCC2(CC1)OCCO2
 : 7% | 0.4% | -2% | -1% | -5.8% | 1.1 | -38% | -29% | 9%
> Cc1ccc2nc3c(cc2c1)CC1(C(=O)N(C)C(=O)N(C)C1=O)C1CCCCN31 (stereo not given)
 : 8% | 0.9% | -11% | 1% | -5.5% | 1.1 | 0% | -6% | -14%
> COc1ccccc1CC1/C(=N/O)C2CCN1CC2 (stereo not given)
 : 4% | -7.6% | -6% | 13% | 2.8% | 1.1 | 15% | 10% | 1%
> O=C(NC(=S)N1C[C@H]2C[C@H](C1)c1cccc(=O)n1C2)c1ccc(Cl)cc1
 : . | -7.2% | -11% | . | . | . | -31%[20 µM] | -18% | 12%
> CCC1(CC)C(=N)N(C)C(=O)NC1=O
 : 8% | -0.7% | 6% | 0% | 9.4% | 0.8 | 20% | -20% | -2%
> CCC(=O)c1ccc(OC(=O)N(C)c2ccccc2)cc1
 : 6% | -1.6% | -2% | -2% | -2.0% | 1.1 | 19%[20 µM] | -39% | -73%
> CN1CCN(c2ccc([N+](=O)[O-])c(Sc3ccccn3)c2)CC1
 : . | 2.9% | -3% | . | . | . | 27% | 5% | 28%
> CN1C(=O)C(=Cc2ccccc2Oc2ccc(Cl)cc2)C(=O)N(C)C1=O
 : -3% | 8.5% | 6% | -8% | -3.6% | 1 | -8% | -19% | 0%
> COc1ccc(-c2csc(NC(=O)COC(=O)Cc3ccccc3)n2)cc1OC
 : 6% | 3.8% | -9% | -12% | -7.0% | 1.2 | -17% | -18% | -15%
> CC(=O)N1CCN(CCN=Cc2c(O)n(-c3ccc(F)cc3)c(=S)[nH]c2=O)CC1
 : . | -5.8% | -2% | . | . | . | 9% | -10% | -2%
> CCNc1nc2[nH]c(=O)c3c(c2s1)OC(N)=C(C#N)C3c1cccs1 (stereo not given)
 : 15% | 0.9% | 0% | 30% | -5.6% | 1.1 | -29% | -1% | 9%
> Cc1ccc(OCC(=O)N2CCN(C)CC2)c(Br)c1
 : 8% | 1.2% | -8% | 3% | -1.4% | 1.1 | -4% | -22% | -10%
> COc1ccc(N=Nc2c(O)[nH]c(=S)[nH]c2=O)cc1
 : -5% | -2.8% | 5% | 6% | -3.4% | 0.7 | 27% | -42% | -16%
> CCC(=NCc1ccco1)c1c(O)n(C)c(=O)n(C)c1=O
 : . | 3.4% | -5% | . | . | . | 25% | -8% | 6%

The line under a structure holds: human PMI inhibition | KOR beta-arrestin-1 | LYP inhibition | PMI inhibition | XIAP displacement | TNAP activation fold | KOR beta-arrestin-2 | NOD1 NF-kB reporter | NOD2 inhibition
> Cc1noc(C)c1C(=O)N1CCC2(CC1)OCCO2
 : -4% | -2.6% | -10% | -6% | -5.9% | 1 | 16% | 8% | 10%
> C/C(=N\NC(=O)c1ccccc1)c1c(O)n(Cc2ccccc2)c(=O)[nH]c1=O
 : . | -4.2% | -1% | . | . | . | 24% | -4% | 20%
> CCC(=Nc1cccc(C(F)(F)F)c1)c1c(O)n(C)c(=O)n(C)c1=O
 : . | 4.4% | -2% | . | . | . | 4% | 0% | 0%
> CCOC(=O)C1CCCN(c2ccc([N+](=O)[O-])c3nonc23)C1 (stereo not given)
 : 0% | -8.3% | -1% | 18% | -2.6% | 0.7 | -18% | -28% | 3%
> CNC(C)Cc1ccccc1Sc1ccc(O)cc1 (stereo not given)
 : -5% | 3.9% | -6% | -6% | -4.0% | 1 | -2% | -13% | 10%
> CN1CCN(c2nc(Cl)ncc2F)CC1
 : 3% | -1.3% | -2% | 8% | 4.8% | 1.1 | 3% | -5% | 0%
> Cc1oc(-c2ccccc2)nc1CN1C(=O)CN=C(c2ccccc2)c2ccccc21
 : 10% | 0.3% | -7% | 6% | -5.2% | 1 | 14% | 4% | 5%
> CCC(C)N1C(=O)NC(=O)C2(Cc3c(ccc4ccccc34)N(C)C2)C1=O (stereo not given)
 : -14% | 1.0% | -4% | . | -8.6% | 1 | -6% | 3% | -1%
> COc1ccc(/C=C2/C(=O)NC(=S)N(C3CC3)C2=O)cc1CN1C(=O)c2ccccc2C1=O
 : -55% | 5.7% | 1% | -105% | -4.3% | 0.9 | 27% | -11% | 10%
> C(CCc1nn[nH]n1)CCc1nn[nH]n1
 : -15% | 8.1% | -3% | -12% | -4.8% | 0.9 | 1% | 59% | 1%
> C=C1C(=O)O[C@@H]2C[C@@H](C)[C@H]3C=CC(=O)[C@]3(O)C[C@@H]12
 : . | -2.4% | -8% | . | . | . | 30% | -11% | -55%
> COc1cc(CN2CCN(c3cc(C)ccc3C)CC2)ccc1O
 : 4% | 0.0% | -1% | -3% | -6.3% | 1 | -12% | -43% | -23%
> Cn1c(O)c(C=NC2CCCCC2)c(=O)[nH]c1=S
 : 8% | -11% | 0% | 6% | -2.1% | 1 | -25%[20 µM] | -35% | 2%
> c1csc(CN2CCNCC2)c1
 : -22% | -1.2% | -9% | -16% | -7.7% | 1.2 | 14% | -8% | 10%
> Cc1ccc(C)c(N2CCN(C(=O)C34CC5CC(C3)CC(n3nnc(C)n3)(C5)C4)CC2)c1
 : . | 6.6% | 4% | . | . | . | -12% | 7.6µM* | 5.6µM*

The line under a structure holds: human PMI inhibition | KOR beta-arrestin-1 | LYP inhibition | PMI inhibition | XIAP displacement | TNAP activation fold | KOR beta-arrestin-2 | NOD1 NF-kB reporter | NOD2 inhibition
> CC(C)(O)[C@H]1O[C@H]2CC[C@@]3(C)[C@@](O)(CC[C@H]4Cc5c([nH]c6ccccc56)[C@@]43C)C2=CC1=O
 : 10% | -5.5% | 7% | 10% | -0.4% | 1.1 | -21% | -60% | -1%
> Cc1cc(=O)oc2c(C)c(OCC(=O)N3CCN(Cc4ccc5c(c4)OCO5)CC3)ccc12
 : . | -3.5% | -7% | . | . | . | -15% | 1% | 23%
> O=C(c1ccc2c(c1)OCO2)N1CCC2(CC1)OCCO2
 : 6% | -2.5% | -10% | 3% | -3.7% | 1.1 | 42% | -10% | 11%
> CCC(C)C1N=C(c2ccccc2)c2cc(Cl)ccc2N(CC(=O)NCc2ccco2)C1=O (stereo not given)
 : -4% | 11% | 0% | 6% | -2.4% | 1 | -20% | -8% | 8%
> COc1ccc2c(c1)c(C(=O)CN1CCC3(CC1)OCCO3)c(C)n2Cc1ccccc1
 : -1% | 1.0% | -2% | 2% | -5.7% | 1.1 | -14% | 19% | 7%
> CCCCCC(=O)N[C@@H](c1ccccc1)[C@@H](O)C(=O)O[C@H]1C[C@@]2(O)[C@@H](OC(=O)c3ccccc3)C3[C@](C)(C(=O)[C@H](O)C(=C1C)C2(C)C)[C@@H](OC1OCC(O)C(O)C1O)C[C@H]1OC[C@@]31OC(C)=O (stereo not given in full)
 : . | -2.0% | 0% | . | . | . | -19%[20 µM] | -2% | -20%
> N#Cc1cc(F)c(N2CCNCC2)cc1Cl
 : 7% | -2.1% | -2% | -2% | -9.2% | 1 | -20% | -14% | 1%
> CN1CCc2cc3c(c4c2C1Cc1ccccc1-4)OCO3 (stereo not given)
 : . | 3.2% | -11% | . | . | . | -11%[20 µM] | 31% | -17%

Of the compounds above, seven contain an aryl methoxy group:
The line under a structure holds: human PMI inhibition | KOR beta-arrestin-1 | LYP inhibition | PMI inhibition | XIAP displacement | TNAP activation fold | KOR beta-arrestin-2 | NOD1 NF-kB reporter | NOD2 inhibition
> COc1ccccc1CC1C(=O)C2CCN1CC2 (stereo not given)
 : -10% | 4.2% | -1% | -4% | -4.6% | 1 | -12% | . | 9%
> COc1ccccc1CC1/C(=N/O)C2CCN1CC2 (stereo not given)
 : 4% | -7.6% | -6% | 13% | 2.8% | 1.1 | 15% | 10% | 1%
> COc1ccc(-c2csc(NC(=O)COC(=O)Cc3ccccc3)n2)cc1OC
 : 6% | 3.8% | -9% | -12% | -7.0% | 1.2 | -17% | -18% | -15%
> COc1ccc(N=Nc2c(O)[nH]c(=S)[nH]c2=O)cc1
 : -5% | -2.8% | 5% | 6% | -3.4% | 0.7 | 27% | -42% | -16%
> COc1ccc(/C=C2/C(=O)NC(=S)N(C3CC3)C2=O)cc1CN1C(=O)c2ccccc2C1=O
 : -55% | 5.7% | 1% | -105% | -4.3% | 0.9 | 27% | -11% | 10%
> COc1cc(CN2CCN(c3cc(C)ccc3C)CC2)ccc1O
 : 4% | 0.0% | -1% | -3% | -6.3% | 1 | -12% | -43% | -23%
> COc1ccc2c(c1)c(C(=O)CN1CCC3(CC1)OCCO3)c(C)n2Cc1ccccc1
 : -1% | 1.0% | -2% | 2% | -5.7% | 1.1 | -14% | 19% | 7%

From PubChem
